inhibitors of VEEV: inhibitors of VEEV TC-83 cytopathic effect, confirmation, Vero cells (AID 588727); Vero cells, VEEV TC-83 cytopathic effect inhibition; higher % means a stronger effect; inhibition, % at 20 µM, or IC50 in µM where a hit was titrated; 0.13% of 350,000 active; in the data active means a potency from the dose series; inconclusive means inhibition mostly from about 14% at the one dose, without a potency; inactive means the rest, 99 in 100 with inhibition below about 12%; further: strong numbers were not always called active
H37Rv inhibition: M. tuberculosis growth inhibition, HTS (AID 449762); M. tuberculosis H37Rv growth inhibition, 7H9 media; higher % means a stronger effect; 0.59% of 330,000 active; inhibition, % at 25 µM, or IC50 in µM where a hit was titrated; in the data active means a potency from the dose series; inconclusive means inhibition above about 70% without an active follow-up result;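 further: bacterial growth assessed after seven days of incubation; strong numbers were not always called active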
influenza NS1A: H1N1 influenza NS1A inhibitors, functional cell based assay (AID 504329). NS1A functional cell-based assay, percent inhibition; higher % means a stronger effect. inhibition, % at 12.5 µM, or IC50 in µM where a hit was titrated. 0.3% of 340,000 active; in the data active means a potency from the dose series; inconclusive means inhibition above about 27% without an active follow-up result; further: strong numbers were not always called active
Salmonella PhoP GFP: PhoP regulon inhibitors, Salmonella typhi PhoP promoter GFP reporter, confirmatory (AID 1850); Salmonella Typhi PhoP-promoter GFP reporter, fluorescence, 4 h; higher % means a stronger effect; inhibition, % at 50 µM; hits with a dose series show IC50 in µM; 0.33% of 310,000 active; in the data active means a potency from the dose series; inconclusive means inhibition mostly from about 25% at the one dose, without a potency; inactive means the rest, 99 in 100 with inhibition below about 19%;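 further: 0% = induced wells with vehicle and 100% = uninduced wells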
M. tuberculosis: growth inhibition of non-replicating M. tuberculosis (AID 488890). one-dose inhibition, % at 25 µM; IC50 in µM for titrated hits. 0.39% of 320,000 active. Mycobacterium tuberculosis non-replicating, growth inhibition; higher % means a stronger effect; in the data active means a potency from the dose series; inconclusive means inhibition mostly from about 82% at the one dose, without a potency; inactive means the rest, 99 in 100 with inhibition below about 76%;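 further: plate controls were DMSO cells for no effect and high antibiotic wells for full effect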
inhibitors of VEEV 10K pilot screen: recorded beside inhibitors of VEEV, whose call it bears; inhibition, %; measured here: 10K pilot screen inhibition
Active calls of the source: *; i = inactive; ? = inconclusive; . = no result given.

Preview (3 entries):
SMILES	inhibitors of VEEV	H37Rv inhibition	influenza NS1A	Salmonella PhoP GFP	M. tuberculosis	others
Cc1ccc(C2/C(=C(/O)c3ccc4c(c3)CC(C)O4)C(=O)C(=O)N2CCCn2ccnc2)cc1 (stereo not drawn)	0.9%	-8%	-1%	1%	2%
COc1cccc(N(C(=O)CNC(=O)c2ccco2)C(C(=O)NC2CCCC2)c2cccnc2)c1 (stereo not drawn)	1.7%	1%	10%	16%	3%
O=C(COC(=O)C1=COCCO1)Nc1ncc(C(F)(F)F)cc1Cl	1.4%	53%	1%	-14%	0%

The list itself, from the start:
SMILES	inhibitors of VEEV	H37Rv inhibition	influenza NS1A	Salmonella PhoP GFP	M. tuberculosis	others
Cc1ccc(C2/C(=C(/O)c3ccc4c(c3)CC(C)O4)C(=O)C(=O)N2CCCn2ccnc2)cc1 (stereo not drawn)	0.9%	-8%	-1%	1%	2%
COc1cccc(N(C(=O)CNC(=O)c2ccco2)C(C(=O)NC2CCCC2)c2cccnc2)c1 (stereo not drawn)	1.7%	1%	10%	16%	3%
O=C(COC(=O)C1=COCCO1)Nc1ncc(C(F)(F)F)cc1Cl	1.4%	53%	1%	-14%	0%
O=C1NC(=O)C2(CCCc3ccccc32)N1 (stereo not drawn)	2.2%	-10%	1%	-1%	-3%
C/C(=N\NC(=O)c1nn(C)c(C)c1Br)c1cccc(NC(=O)c2ccc(F)cc2)c1	7.1%	13%	-1%	4%	10%
CCC/C(=N\NC(=O)C1CC1)c1ccc(Br)cc1	0.6%	-4%	1%	2%	43%
CC/C(CC(=O)C(F)(F)F)=N\NC(=O)/C(C#N)=C/N(C)C	8.6%	-4%	1%	-11%	-8%
CC1CC(C)CN(C(=O)CN2C(=O)NC(C)(C)C2=O)C1 (stereo not drawn)	2.2%	-2%	-3%	0%	-2%
O=C(CN1CCN(Cc2ccccc2Cl)CC1)N/N=C/C=C/c1ccco1	i	-1%	.	-1%	35%
Cc1ccc(CN2CCCN(Cc3ccc(F)cc3Cl)S2(=O)=O)cc1	i	0%	19%	0%	42%
C(=N\n1cnnc1)/c1cccc(Oc2ccccc2)c1	i	-10%	-1%	-7%	13%
FC(F)(F)c1cnc2c(c1)Nc1ccccc1S2	3.1%	-2%	-16%	4%	6%
CCc1cc2cc(C)cc(C)c2nc1SCC(=O)N1CCN(C(=O)c2ccco2)CC1	8.3%	0%	-5%	10%	0%
COc1cc(C(=O)Nc2ccc(NC(=O)C(C)C)nc2)cc(OC)c1OC	1.8%	-3%	1%	-13%	-5%	inhibitors of VEEV 10K pilot screen=5.7
C=CCn1c(=O)c(C(=O)NCc2ccc(Cl)cc2)c(O)c2ccccc21	1.0%	-4%	6%	-1%	-5%

Three compounds drawn at random from the list so far:
SMILES	inhibitors of VEEV	H37Rv inhibition	influenza NS1A	Salmonella PhoP GFP	M. tuberculosis	others
CCC/C(=N\NC(=O)C1CC1)c1ccc(Br)cc1	0.6%	-4%	1%	2%	43%
COc1cc(C(=O)Nc2ccc(NC(=O)C(C)C)nc2)cc(OC)c1OC	1.8%	-3%	1%	-13%	-5%	inhibitors of VEEV 10K pilot screen=5.7
Cc1ccc(CN2CCCN(Cc3ccc(F)cc3Cl)S2(=O)=O)cc1	i	0%	19%	0%	42%

Carrying on.
SMILES	inhibitors of VEEV	H37Rv inhibition	influenza NS1A	Salmonella PhoP GFP	M. tuberculosis	others
CCOC(=O)c1ccc(N/C=C/C(=O)c2ccccc2)cc1	1.6%	?	0%	3%	52%
O=C1OC(CO)CN1Cc1ccccc1 (stereo not drawn)	i	6%	-4%	-6%	-4%
COc1ccc(NC(=O)CSCC(=O)N2CCN(c3cccc(C(F)(F)F)c3)CC2)cc1	i	-20%	-18%	.	49%
COc1cccc(/C=C/C(=O)c2ccc(C)c([N+](=O)[O-])c2)c1	0.1%	7%	-2%	-6%	72%
CCOC(=O)c1ccc(NS(=O)(=O)CC)cc1	5.5%	-4%	-4%	-7%	6%
Cc1cc(C(=O)CN2C(=O)c3ccccc3S2(=O)=O)c(C)n1-c1ccccc1	i	-15%	14%	-11%	.
COc1ccc(S(=O)(=O)NC(C)C(=O)Nc2ccc3c(c2)OCO3)cc1OC (stereo not drawn)	i	7%	-1%	9%	-5%
CCOC(=O)c1sc(NC(=O)Cc2ccc(C)cc2)nc1C	0.1%	13%	-2%	-1%	46%
O=C(CCn1nnc(-c2cccs2)n1)NC1CCCCC1	1.4%	-3%	-1%	3%	-1%
COC(=O)c1cc(NC(=O)Cc2cccs2)cc(C(=O)OC)c1	0.9%	0%	-6%	-7%	10%
COC(=O)NC1(C(F)(F)F)NC(=O)N(C2CCCCC2)C1=O (stereo not drawn)	0.2%	0%	-3%	-3%	2%
COc1ccccc1N1CCN(CC(=O)NC(=O)NCc2ccco2)CC1	0.5%	-7%	15%	-3%	16%
COC(c1ccccc1)c1nnc(CCC(=O)NCCC(C)C)o1 (stereo not drawn)	i	-1%	4%	-9%	11%
COc1ccc(C2NCCCC2c2ccccc2)cc1 (stereo not drawn)	0.2%	.	-25%	.	.
Oc1c(C(c2ccccc2)N2CCc3ccccc3C2)sc2ncnn12 (stereo not drawn)	4.6%	5%	-13%	-10%	6%
Cn1c(=O)c(/C=C/c2ccccc2)nc2ccccc21	7.7%	0%	-27%	-14%	63%
CC(=O)c1c(C)[nH]c(C(=O)OCc2cc(-c3ccco3)on2)c1C	0.1%	2%	-3%	.	5%
CCCCn1cc([N+](=O)[O-])nc1C	1.7%	5%	-1%	0%	-11%
CSc1ccccc1OCc1cc(C(=O)N(C)Cc2nonc2C)no1	4.9%	-6%	-9%	-5%	10%
O=C(Nc1nnc(-c2ccncc2)s1)Nc1ccccc1F	3.3%	4%	-5%	1%	13%
CCn1c(=O)c(=O)n(CC)c2cc(S(=O)(=O)Nc3cc(C)ccc3C)ccc21	7.2%	0%	0%	4%	6%
CC(C)N(C)Cc1nnnn1CC(=O)NCCc1cccc(C(F)(F)F)c1	i	-5%	-13%	6%	-9%
CSCC[C@H](NC(=O)OC(C)(C)C)C(=O)N1CCC(C(=O)N[C@@H](Cc2c[nH]c3ccccc23)C(=O)O)CC1	i	-8%	-5%	-3%	-2%
Cc1ccc(NCC(=O)c2ccccc2)cc1Cl	4.6%	?	7%	2%	?
COc1ccc(N(C(=O)Cc2cccs2)C(C(=O)NC2CCCC2)c2ccncc2)cc1OC (stereo not drawn)	1.4%	4%	9%	-1%	8%
N#CC1=C(N)OC2=C(C(=O)CC(c3ccccc3)C2)C1c1cccnc1 (stereo not drawn)	3.6%	-8%	-1%	-4%	58%
COc1cc(/C=C2/C(=O)ON=C2C)cc(Cl)c1O	1.9%	-4%	-7%	0%	-7%
Cc1[nH]c2c(ccc3cccnc32)c1C	0.9%	3%	28%	-3%	5%
COc1ccc2c(c1)C(=O)C1NC(=O)NC(=O)C1(Br)N2 (stereo not drawn)	1.0%	.	-22%	.	.
Cc1oc(-c2ccccc2Cl)nc1CS(=O)CC(=O)NCCCN1CC(C)CC(C)C1 (stereo not drawn)	i	3%	-9%	4%	-10%
CCN(CCCNC(=O)C1CCN(S(=O)(=O)CC)CC1)c1cccc(C)c1	i	-4%	-2%	7%	9%
CCc1ccc(NC(=O)N(CCCOC(C)C)C2CCN(C(C)=O)CC2)cc1	0.5%	2%	-6%	-3%	0%
O=[N+]([O-])c1cccc(/C=N/N2CCN(Cc3ccccc3)CC2)c1	i	-7%	3%	4%	9%
CCC(C)NC(=O)Nc1ccc(F)c(Cl)c1 (stereo not drawn)	0.7%	-1%	-5%	-12%	11%
CC(O)C(C(=O)OCc1ccc([N+](=O)[O-])cc1)N1C(=O)c2ccccc2C1=O (stereo not drawn)	0.4%	3%	-2%	-5%	-16%
Nc1nonc1-n1nnc(C(=O)N/N=C/c2ccc3c(c2)OCO3)c1-c1ccccc1	4.6%	-2%	7%	11%	-2%
OC1CCCN(Cc2cn(Cc3ccccc3)nc2-c2cc3ccccc3o2)C1 (stereo not drawn)	0.5%	3%	12%	-3%	22%
C=CCNC(=O)COC(=O)C1CCN(S(=O)(=O)c2ccc3c(c2)OCCO3)CC1	1.6%	14%	-6%	20%	2%
CCCCOc1ccc(C(O)(CCC)CCN2CCOCC2)cc1 (stereo not drawn)	i	-2%	-4%	-1%	14%
O=C(C1COc2ccccc2O1)N1CCN(Cc2ccc(Br)cc2F)CC1 (stereo not drawn)	1.3%	-4%	-5%	9%	24%
COc1cc(/C=C2/SC(=S)N(c3ccccc3)C2=O)ccc1Oc1nc(N2CCOCC2)nc(N2CCOCC2)n1	0.9%	13%	-6%	-8%	-31%
COc1cc2c(=O)n(CCC(=O)NCC3CCCO3)c(=O)n(CC(=O)Nc3ccc(C)cc3C)c2cc1OC (stereo not drawn)	0.3%	-4%	-7%	-3%	3%
CC(=O)c1cc(F)c(N2CCOCC2)cc1C	1.8%	0%	-9%	-16%	-7%
Cc1ccc2[nH]c3c(N4CCOCC4)ncnc3c2c1	8.4%	-4%	-1%	5%	-7%
CNP(=O)(Oc1ccccc1)OC12CC3CC(CC(C3)C1)C2 (stereo not drawn)	1.7%	4%	-1%	8%	9%
CC(C)C(=O)NN(C(=O)c1ccccc1)c1ccccc1	i	-5%	7%	3%	-14%
CCN(C(=O)COC(=O)/C=C/c1nc2ccccc2s1)C1CCS(=O)(=O)C1 (stereo not drawn)	i	2%	5%	-3%	11%
O=C(NN=C(Cc1ccccc1)Cc1ccccc1)C1CC1	1.5%	-1%	-3%	0%	27%
Cc1nnc(N/N=C/c2ccc(-c3ccccc3F)o2)n1N	1.7%	?	-9%	-10%	i
CCc1ccc(/C(C)=N/NC(=O)c2ccccn2)cc1	0.5%	0%	-12%	12%	27%
c1ccc(-c2nc3ccccn3c2NC2CCCC2)nc1	5.4%	?	.	16%	i
O=C(CN1CCN(c2ccc(O)cc2)CC1)Nc1ccc2c(c1)OCCO2	1.1%	-10%	-2%	0%	29%
CC1=NN(c2ccccc2)C(=O)C1c1ccccc1 (stereo not drawn)	2.9%	3%	8%	9%	14%
Nc1nc(Nc2ccccc2F)sc1C(=O)c1ccccc1	8.8%	-1%	2%	2%	23%
CN(CC(=O)Nc1ccc(F)c(F)c1F)C(=O)CN1C(=O)C2CCCCC2C1=O (stereo not drawn)	0.9%	-16%	-11%	-8%	-2%
Cc1ccc(NC(=O)N/C=C/c2ccco2)cc1	i	-4%	2%	0%	28%
CSc1nnc2c3cc(C)ccc3n(Cc3ccccc3)c2n1	1.3%	4%	-3%	11%	2%
Cc1ccc(C(=O)NC(NCc2ccccc2)C(Cl)(Cl)Cl)cc1 (stereo not drawn)	0.4%	2%	-2%	-5%	6%
Cc1ccccc1C1N(c2nccs2)C(=O)C2CCCN21 (stereo not drawn)	0.2%	-4%	-1%	-4%	1%
CCC(=O)OC1(C)C(=O)C=C2C=C(C3CC3)OC=C2C1=O (stereo not drawn)	0.4%	-2%	1%	4%	38%
Next results follow:
SMILES	inhibitors of VEEV	H37Rv inhibition	influenza NS1A	Salmonella PhoP GFP	M. tuberculosis	others
Cc1csc(NC(=O)c2ccc(C)c(S(=O)(=O)N3CCCCC3)c2)n1	8.0%	5%	1%	-6%	14%
COc1ccc(S(=O)(=O)NCCc2cc3ccc(C)c(C)c3[nH]c2=O)cc1	i	-2%	11%	6%	-6%
Cn1ccnc1SCC(=O)N1CCN(S(=O)(=O)c2ccccc2)CC1	i	-1%	-4%	5%	-4%
COc1ccc(CCNc2nc(-c3cccnc3)nc3ccccc23)cc1OC	9.7%	11%	1%	-3%	18%
O=C(NC(Cc1ccccc1)C(=O)O)/C(=C\c1ccco1)NC(=O)c1ccccc1 (stereo not drawn)	0.1%	-20%	2%	-10%	-13%
CSCC[C@H](NC(=O)OC(C)(C)C)C(=O)N1CCC(C(=O)N[C@@H](C)C(=O)O)CC1	3.8%	-3%	-7%	-7%	0%
Cc1ccc(CN(C)C(=O)COC(=O)CSc2cc(C)c3ccccc3n2)cc1	5.1%	-8%	-4%	.	66%
Cc1cccc(NC(=S)N2CC3CC(C2)c2cccc(=O)n2C3)c1C (stereo not drawn)	i	-4%	-7%	-9%	16%
CCc1cccc2c(C(=O)CN3C(=O)NC(C)(c4cccc5ccccc45)C3=O)c[nH]c12 (stereo not drawn)	i	-1%	5%	2%	25%
CCc1nonc1NC(=O)c1oc2ccc(Cl)cc2c1C	0.4%	7%	6%	1%	-6%
O/N=C/c1ccc(OCc2ccccc2)c(Br)c1	3.0%	-7%	-3%	17%	10%
CC(=O)c1ccc(OC(=O)C2CC(=O)N(c3cccc(C)c3)C2)cc1 (stereo not drawn)	1.3%	-4%	23%	2%	10%
COc1ccccc1CCC(=O)OCC(=O)c1c(N)n(CC(C)C)c(=O)n(C)c1=O	4.6%	-6%	-12%	-1%	9%

Assay outcomes as filed in PubChem BioAssay.
